Bioassay records from PubChem BioAssay.
CHO-K1 Ca ag: counter-screen for M1 agonists: effect in parental CHO-K1 cells. AID 602248. hit rate 0.48% among 360,000. Fluo-8 calcium fluorescence; scaled to maximal ATP response, vehicle zero. activation, % at 3 µM; in the data active means activation above about 15%;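 further: untransfected CHO-K1 host cells lacking M1 receptor as counterscreen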
V1aR counter: V1a receptor agonism, counter-screen for OXTR agonists. P37288. hit rate 0.25% among 320,000. AID 2797. CHO-V1R cells, Fluo-8 calcium fluorescence, agonist mode; 0% DMSO, 100% 3 nM vasopressin. activation, % at 3 µM;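 active means activation above the mean activation of all tested compounds plus 3 SD, per screening run, cut at about 20% in these data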;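 further: signal is peak over basal fluorescence ratio across a 100 second FLIPR read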
Target sequence (P37288 whole entry, looked up): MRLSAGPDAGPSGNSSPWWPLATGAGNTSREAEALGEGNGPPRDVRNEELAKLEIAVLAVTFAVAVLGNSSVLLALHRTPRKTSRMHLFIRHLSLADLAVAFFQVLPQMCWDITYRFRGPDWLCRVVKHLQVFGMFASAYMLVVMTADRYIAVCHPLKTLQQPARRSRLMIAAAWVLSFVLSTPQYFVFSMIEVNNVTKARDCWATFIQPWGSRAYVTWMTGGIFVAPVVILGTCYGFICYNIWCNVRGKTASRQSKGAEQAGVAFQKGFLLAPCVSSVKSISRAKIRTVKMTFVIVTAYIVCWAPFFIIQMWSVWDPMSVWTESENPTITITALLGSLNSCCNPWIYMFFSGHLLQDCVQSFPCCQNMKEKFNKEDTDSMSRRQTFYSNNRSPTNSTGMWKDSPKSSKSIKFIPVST
CHO-K1 Ca antag: nonselective inhibitor or artifact in parental CHO-K1 cells. ATP-induced calcium, Fluo-8 fluorescence. inhibition, % at 3 µM. hit rate 0.6% among 360,000;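 active means inhibition above a per-plate cutoff, the plate's mean sample inhibition plus 3 SD, cut at about 24% in these data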;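 further: 0% = DMSO plus EC80 ATP and 100% = DMSO alone without ATP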
OXTR potentiate: potentiates the human oxytocin receptor response; P30559; CHO-OTR cells, Fluo-8 calcium fluorescence, potentiator mode; 0% = oxytocin EC15, 100% = EC100; activation, % at 3 µM; hit rate 0.061% among 320,000;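 active means activation above that plate's cutoff, the mean activation of tested compounds plus 3 SD, cut at about 6.6% in these data, passing the limit was not always enough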;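 further: 100% uses oxytocin at 75 nM as the full agonist control; some results filed as inactive read as strong as hits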
Target sequence (P30559 whole entry, looked up): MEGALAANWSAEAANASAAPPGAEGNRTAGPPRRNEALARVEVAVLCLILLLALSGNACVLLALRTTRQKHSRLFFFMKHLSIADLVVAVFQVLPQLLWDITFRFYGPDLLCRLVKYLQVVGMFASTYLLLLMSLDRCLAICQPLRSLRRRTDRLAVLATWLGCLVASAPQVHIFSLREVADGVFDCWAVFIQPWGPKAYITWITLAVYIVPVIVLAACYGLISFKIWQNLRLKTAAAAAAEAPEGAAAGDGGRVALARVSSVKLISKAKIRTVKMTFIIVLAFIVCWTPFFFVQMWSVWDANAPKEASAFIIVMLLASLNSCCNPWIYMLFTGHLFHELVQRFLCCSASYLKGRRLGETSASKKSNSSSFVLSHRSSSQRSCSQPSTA
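Dosing: Single dose, 3.0 µM nominal final compound concentration | Material: Human OTR in CHO cells | Technique: Kinetic Fluo-8 calcium fluorescence | Benchmarks: EC15 oxytocin alone as 0%, 75 nM oxytocin as 100% | Probe or stimulus: Oxytocin at about EC15, sub-maximal agonist stimulus | Incubation: Compound 6 min at room temperature before oxytocin, 100 s read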
CHO parental Ca: counter-screen: ATP calcium response change in parental CHO cells; parental CHO-K1, ATP-induced calcium, Fluo-8 fluorescence; AID 463079; inhibition, % at 5.6 µM; hit rate 0.63% among 330,000;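 active means inhibition above that plate's mean sample inhibition plus 3 SD, cut at about 26% in these data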;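 further: 0% = ATP-challenged DMSO wells and 100% = DMSO wells without ATP; some compounds past the cut are filed as inactive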
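Assay system: untransfected parental CHO cell line. Also added: ATP agonist challenge. Dosing: one dose, 5.6 µM nominal. Measured by: Fluo-8 fluorescence. Read-out: % inhibition. Benchmarks: ATP wells versus no-ATP DMSO wells. Repeats: no replicates.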
GPR7 antag: human neuropeptides B/W receptor 1 antagonism. GPR7-expressing cells, fluorescence antagonist assay. inhibition, % at 4.4 µM. hit rate 1.1% among 290,000. AID 1861; in the data active means inhibition above about 16%, passing the limit was not always enough;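 further: cells stimulated with the agonist NPW; 0% = agonist with vehicle and 100% = vehicle without agonist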
TAAR1 antag: human TAAR1 antagonism; Q96RJ0; CHO RD-HGA16 TAAR1, Fluo-8 calcium fluorescence, antagonist; inhibition, % at 3 µM; hit rate 1.5% among 360,000; AID 624466;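 active means inhibition above a per-plate cutoff, the mean inhibition of test compounds on that plate plus 3 SD, cut at about 49% in these data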;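 further: 0% = DMSO plus EC80 beta-PEA response and 100% = DMSO alone without agonist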
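Test system: RD-HGA16 CHO cells with stable hTAAR1 and Gα16 / Probe or stimulus: EC80 β-phenethylamine stimulus / Times: seeding 17-24 h prior, 75-min 37 °C, 30-min RT dye loading / Detection: Fluo-8 calcium-sensitive fluorescence / Read-out basis: % inhibition scaled between DMSO and EC80 PEA controls / Repeats: singlicate, one well per test compound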
M1 PAM parental: counter-screen for M1 PAMs: effect in parental CHO-K1 cells | ATP EC20, Fluo-8 calcium fluorescence; 0% at ATP EC20, 100% at ATP max | activation, % at 3 µM | hit rate 0.02% among 360,000 | AID 602247;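 active means activation above the run cutoff, the mean activation of all test compounds plus 3 SD, cut at about 40% in these data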;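 further: peak over basal fluorescence ratio in a 140 s read after ATP addition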
OXTR ag: agonists of human oxytocin receptor; P30559; CHO-OTR cells, Fluo-8 calcium fluorescence; normalized: DMSO 0%, oxytocin 100%; activation, % at 3 µM; hit rate 0.32% among 320,000;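 active means activation above the mean of all tested compounds plus 3 SD, cutoff set per screening run, cut at about 20% in these data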;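 further: peak over basal fluorescence ratio from a 100 s FLIPR kinetic read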
* = called active by the depositor; · = not tested or not shown.

Sample of the layout:
SMILES	CHO-K1 Ca ag	V1aR counter	CHO-K1 Ca antag	OXTR potentiate	CHO parental Ca	GPR7 antag	TAAR1 antag	M1 PAM parental	OXTR ag
CNC(=O)NC(=O)COC(=O)/C=C/c1cccc(Br)c1	1.0	0.6	-16	-6	11	6	9	10	3.0
Cc1ccc(OCC(=O)Nc2ccc(S(=O)(=O)Nc3ccccn3)cc2)cc1	0.4	5.7	17	-23	-2	-10	-6	-10	3.8
COc1ccc(CN2CCC(c3nc4ccc(Cl)cc4[nH]3)CC2)cc1	2.1	0.1	-9	2	-15	12	13	14	2.4
Cc1cccc(NC(=O)c2c(O)c3ccccc3[nH]c2=O)c1	-0.3	0.4	5	-5	16	-3	-5	9	-0.1
CCN(C(=O)C(C)N1C(=O)/C(=C/c2cccs2)SC1=S)C1CCS(=O)(=O)C1 (stereo unspecified)	0.5	0.2	-2	-2	-14	-7	-13	7	-0.8
Cc1ccc(OCCNC(=O)c2cccc(Oc3ccc(C(F)(F)F)cc3[N+](=O)[O-])c2)cc1	0.7	2.0	3	-5	-12	11	-4	5	0.4

Main list, previewed entries included:
SMILES	CHO-K1 Ca ag	V1aR counter	CHO-K1 Ca antag	OXTR potentiate	CHO parental Ca	GPR7 antag	TAAR1 antag	M1 PAM parental	OXTR ag
CNC(=O)NC(=O)COC(=O)/C=C/c1cccc(Br)c1	1.0	0.6	-16	-6	11	6	9	10	3.0
Cc1ccc(OCC(=O)Nc2ccc(S(=O)(=O)Nc3ccccn3)cc2)cc1	0.4	5.7	17	-23	-2	-10	-6	-10	3.8
COc1ccc(CN2CCC(c3nc4ccc(Cl)cc4[nH]3)CC2)cc1	2.1	0.1	-9	2	-15	12	13	14	2.4
Cc1cccc(NC(=O)c2c(O)c3ccccc3[nH]c2=O)c1	-0.3	0.4	5	-5	16	-3	-5	9	-0.1
CCN(C(=O)C(C)N1C(=O)/C(=C/c2cccs2)SC1=S)C1CCS(=O)(=O)C1 (stereo unspecified)	0.5	0.2	-2	-2	-14	-7	-13	7	-0.8
Cc1ccc(OCCNC(=O)c2cccc(Oc3ccc(C(F)(F)F)cc3[N+](=O)[O-])c2)cc1	0.7	2.0	3	-5	-12	11	-4	5	0.4
CCOC(=O)c1c(NC(C)=O)sc(/C(C)=N/Nc2ccc(C(=O)O)cc2)c1C	-0.1	0.3	-7	-13	-6	-2	-22	-7	-1.3
O=C(O)c1cc(NC(=O)c2ccccc2F)cc(NC(=O)c2ccccc2F)c1	0.0	0.1	-8	-8	-2	-1	-6	15	-0.1
O=C(O)Cc1cccc2ccccc12	1.2	1.4	-27	0	-1	·	-11	33	1.9
CC1CN(S(=O)(=O)c2cccc(C(=O)OCC(=O)N3CCCCCC3)c2)CC(C)O1 (stereo unspecified)	0.6	2.9	-9	-6	-11	·	-3	15	2.4
COc1ccc(-c2cn3c(C)c(C(=O)N4CCc5ccccc5C4)sc3n2)cc1	2.8	2.2	1	-6	-13	-10	·	22	-0.1
O=C(Nc1nnc(C2CC2)s1)c1cc(S(=O)(=O)N2CCN(c3ccccc3)CC2)ccc1Cl	0.0	-0.5	-6	-3	-17	-17	23	4	-2.1
COc1ccc(NC(=O)CSc2nc3ccccc3nc2N2CCCC2)cc1	0.1	0.4	-14	1	-9	-6	-43	7	-0.8
COc1cccc(C(O)c2ncc(-c3ccccc3OC)[nH]2)c1 (stereo unspecified)	0.5	·	-5	·	·	·	-11	-1	·
O=C(c1cc(=O)[nH]c2ccccc12)N1CCN(c2cccc(C(F)(F)F)c2)CC1	2.2	14	-4	-8	-3	-14	5	6	0.3
CN(C)S(=O)(=O)c1cccc(C(=O)N2CCc3ccccc32)c1	2.9	1.6	-8	-7	1	-11	15	14	3.5
CC1(C)Cc2c(sc(NC(=O)COc3ccccc3)c2C#N)C(C)(C)N1	0.9	1.6	-17	-1	-5	-4	-3	10	1.5
O=C1OCc2cccc([N+](=O)[O-])c21	0.2	-0.4	-5	-4	3	-5	-4	7	1.1
O=S(=O)(NC1CCCC1)c1cccc(S(=O)(=O)N2CCC(n3nnc4ccccc43)CC2)c1	5.7	4.0	-10	-18	-20	10	32	23	2.1
COc1ccc(NC(=O)Cn2nnc(C(=O)NCCc3ccc(OC)c(OC)c3)c2N)c(OC)c1	-0.2	0.7	-3	6	-6	-15	0	21	-1.3
O=C(COc1cc(=O)n2c(n1)SCCC2)c1ccccc1	0.8	0.7	2	-9	-3	-15	17	13	0.1
CN(C)C(CNc1ccc(S(C)(=O)=O)cc1[N+](=O)[O-])c1ccccc1 (stereo unspecified)	0.1	-0.8	-10	0	-9	9	1	2	-1.4
Clc1ccc(C2=Nn3c(nnc3-c3cccs3)SC2)cc1	-0.1	-0.7	-12	-4	-17	1	-1	1	-1.1
CCn1c(SCC(=O)Nc2nnc(C)s2)nnc1-c1ccncc1	0.4	0.0	-11	-4	-7	3	4	12	0.0
COc1ccccc1N1CCN(C(=O)CCc2ccccc2)CC1	1.4	0.1	-7	-4	-23	-7	1	23	-0.9
COCCN(CCOC)C(=O)COC(=O)c1cc([N+](=O)[O-])ccc1Cl	0.1	0.7	-1	-7	-11	-12	-27	-15	-1.3
CCc1nnc(NC(=O)c2ccc(S(=O)(=O)N3CCCC3)cc2)s1	1.1	0.1	-21	-3	-1	-5	1	-1	-0.1
CCOc1ccccc1N(C(=O)c1snc(C(N)=O)c1N)C(C(=O)NCC1CCCO1)c1ccc2ncccc2c1 (stereo unspecified)	6.3	0.3	-6	-5	-12	-9	-17	20	0.6
Cc1ccc(C(=O)NCC(C)(C)O)cc1	0.0	0.1	26*	-6	-5	-10	2	-8	-1.3
CCc1nc(NCCCn2ccnc2)c2oc3ccccc3c2n1	0.9	0.8	-9	-2	-12	-11	-16	14	0.4
Cc1[nH]c(=O)nc(SCc2cccc(Cl)c2)c1C#N	-0.5	1.4	0	2	0	-9	-55	1	1.1
COc1cc(N=Nc2ccc(C(=O)N(C)C)cc2)c(C)cc1N	0.8	·	-5	·	·	·	-5	2	·
Cc1cc(C)c(S(=O)(=O)N2CCCC2=O)cc1N(C)S(C)(=O)=O	0.7	·	-7	·	·	-17	-19	12	·
Cc1cccc(OCCC(=O)Nc2ccc(N3CCOCC3)cc2N2CCOCC2)c1	3.4	0.7	-1	-7	-7	·	6	3	0.5
Cc1onc(-c2c(Cl)cccc2Cl)c1C(=O)c1ccccc1	1.3	-0.6	-10	-7	-12	-17	13	15	-0.4
CN(C(=O)c1ccc(NC(=O)Cc2cccc(NC(=O)C3CCN(C(=O)C4CCCCC4)CC3)c2)cc1)C1CCCC1	1.0	0.7	-17	-6	-11	·	-3	17	1.3
Cc1nn(-c2ccccc2)nc1C(=O)c1c(C)[nH]n(-c2ccccc2)c1=O	0.1	1.0	-3	-5	-11	3	-17	-2	-0.4
CCOCCCNC(=O)C(NC(=O)Cc1c[nH]c2ccccc12)c1ccccc1 (stereo unspecified)	-0.4	-0.7	-14	-4	-30	-14	5	6	0.7
CC(=O)Nc1ccc2sccc2c1	0.5	-0.3	-11	-3	0	-3	-21	12	-0.4
CC(Oc1cccc(Cl)c1)C(=O)Nc1ccccc1N1CCCCC1 (stereo unspecified)	-0.4	0.4	10	-8	-44	·	12	-14	0.0
COCc1cc(/C=N\NC(=O)Cc2ccc(OC)cc2)ccc1OC	0.2	-0.8	-8	4	-1	-4	5	2	-0.3
CC1=NN(C(=O)Cc2ccccc2)C(O)(c2cccnc2)C1 (stereo unspecified)	0.0	0.3	0	1	-4	-3	-3	-1	0.3
Clc1ccc(CSc2cc3c(nn2)-c2ccccc2CC3)cc1Cl	0.5	0.2	-8	-14	-13	-3	9	11	1.1
COc1ccc(S(=O)(=O)Cc2ccc(C(=O)N3CCN(C4CCCCC4)CC3)o2)cc1	0.0	2.4	-7	-2	-4	5	·	5	0.5
COc1cc(OC)cc(C(=O)OCC(=O)N(C)c2ccccc2)c1	0.9	-0.7	-10	-3	-12	-7	8	15	-0.7
CCOC(=O)C1CCN(C(=O)c2oc3ccc4c(c3c2C)C(O)CC2(CCCCC2)O4)CC1 (stereo unspecified)	9.1	3.1	-22	-20	-26	8	-17	29	3.1
Cn1c(-[n+]2c(-c3ccccc3)cc(-c3ccccc3)cc2-c2ccccc2)nc2cc([N+](=O)[O-])ccc21	1.1	0.5	-15	0	-26	3	-16	28	-0.7
CCOC(=O)C(C(=O)OCC)C1CS(=O)(=O)CC1C(C(=O)OCC)C(=O)OCC (stereo unspecified)	-0.1	-0.8	18	-8	-18	-5	0	-3	-0.4
COc1ccccc1N(CC(=O)Nc1cccnc1)S(=O)(=O)c1ccccc1	2.4	0.5	-16	-6	-18	-9	0	12	0.3
Cc1[nH]c2ccc3ncccc3c2c1C	0.5	0.8	-17	9	-3	13	-20	23	2.4

Next part:
SMILES	CHO-K1 Ca ag	V1aR counter	CHO-K1 Ca antag	OXTR potentiate	CHO parental Ca	GPR7 antag	TAAR1 antag	M1 PAM parental	OXTR ag
CCOC(=O)c1c(S(=O)(=O)NCC(=O)NCc2ccc(C)cc2)c(C)n(C)c1C	0.1	-0.9	6	0	-9	3	-25	-8	-2.0
Cc1ccccc1NC(=O)c1ccc(Cn2cc([N+](=O)[O-])cn2)o1	0.9	1.7	-6	-12	-14	-8	4	15	0.5
CCc1ccn2cc(-c3cc(-c4ccccc4)no3)nc2c1	1.9	-1.3	-10	-8	1	9	5	-2	-1.6
COc1ccc(S(=O)(=O)N2CCc3ccccc32)cc1C(=O)Nc1ccc(C(N)=O)cc1	1.7	0.8	3	-10	-3	·	-16	-13	0.5
Cc1cc(C)nc(SCC(=O)c2ccc3c(c2)OCCO3)n1	2.7	1.3	-20	8	-3	-4	-38	7	1.1
O=C1/C(=C/c2ccccc2)Oc2cc(OC(=O)N3CCOCC3)ccc21	1.1	5.2	-4	-5	-24	2	5	10	3.2
COC(=O)[C@@H](N)Cc1ccc(O)cc1	·	0.7	·	-6	-3	-18	·	·	0.5
